# Bioassay records (PubChem BioAssay)
# ATXN2 expr inh – Primary qHTS for Inhibitors of ATXN expression; AID 1745845, 2022; 360,000 compounds, 0.72% hits; HEK-293 ATXN2-luciferase reporter, luminescence, 24 h; Potency, µM (series often up to 57 µM), for inactives: at the top dose activity change, negative = inhibition, most hits filed as inhibitors; note: potency is the fitted concentration of half-maximal effect; % is set by controls: 0 for no effect and ±100 for the full control effect; nearly all actives have a fitted effect of over 55% in size
#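 ATXN2-luciferase reporter cells (luciferase flanked by upstream and downstream ATXN2 gene portions) were treated 24 h at 37 °C with compounds at up to 57 uM. SteadyGlo luminescence gave expression; GF-AFC fluorescence gave viability.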
# KB-V1 MDR tox – qHTS assay for MDR1-selective chemotherapeutics: Primary screen using the drug-selected MDR subline cells KB-V1 | KB-V1 MDR cells viability, CellTiter-Glo, 72 h | Potency, µM (titrated, usually from 46.1 µM), inactives show at the highest dose activity change, negative = cytotoxicity, hits mostly cytotoxic | 400,000 compounds, 3.4% hits | AID 1347076, 2019; note: potency is the fitted concentration of half-maximal effect; % is set by controls: 0 for no effect and ±100 for the full control effect; nearly all actives have a fitted effect of over 60% in size
#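 Cytotoxicity via CellTiter-Glo luminescence after 72 h compound exposure at 37 degrees C. Cells: drug-selected KB-V1 line, DMEM phenol-red free plus 10% FBS. Compounds tested at multiple concentrations; normalized data fitted to concentration-effect curves.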
# WRN helicase inh – qHTS for Inhibitors of WRN Helicase; WRN helicase unwinding, fluorescent forked duplex, kinetic; 360,000 compounds, 0.46% hits; Bifunctional 3'-5' exonuclease/ATP-dependent helicase WRN (Homo sapiens), Q14191; Potency, µM (titrated, usually from 114 µM), without a hit: top-dose activity change, negative = inhibition, most hits filed as inhibitors; note: potency is the fitted concentration of half-maximal effect; % is set by controls: 0 for no effect and ±100 for the full control effect; nearly all actives have a fitted effect of over 55% in size
# Target sequence (Q14191 whole entry, looked up): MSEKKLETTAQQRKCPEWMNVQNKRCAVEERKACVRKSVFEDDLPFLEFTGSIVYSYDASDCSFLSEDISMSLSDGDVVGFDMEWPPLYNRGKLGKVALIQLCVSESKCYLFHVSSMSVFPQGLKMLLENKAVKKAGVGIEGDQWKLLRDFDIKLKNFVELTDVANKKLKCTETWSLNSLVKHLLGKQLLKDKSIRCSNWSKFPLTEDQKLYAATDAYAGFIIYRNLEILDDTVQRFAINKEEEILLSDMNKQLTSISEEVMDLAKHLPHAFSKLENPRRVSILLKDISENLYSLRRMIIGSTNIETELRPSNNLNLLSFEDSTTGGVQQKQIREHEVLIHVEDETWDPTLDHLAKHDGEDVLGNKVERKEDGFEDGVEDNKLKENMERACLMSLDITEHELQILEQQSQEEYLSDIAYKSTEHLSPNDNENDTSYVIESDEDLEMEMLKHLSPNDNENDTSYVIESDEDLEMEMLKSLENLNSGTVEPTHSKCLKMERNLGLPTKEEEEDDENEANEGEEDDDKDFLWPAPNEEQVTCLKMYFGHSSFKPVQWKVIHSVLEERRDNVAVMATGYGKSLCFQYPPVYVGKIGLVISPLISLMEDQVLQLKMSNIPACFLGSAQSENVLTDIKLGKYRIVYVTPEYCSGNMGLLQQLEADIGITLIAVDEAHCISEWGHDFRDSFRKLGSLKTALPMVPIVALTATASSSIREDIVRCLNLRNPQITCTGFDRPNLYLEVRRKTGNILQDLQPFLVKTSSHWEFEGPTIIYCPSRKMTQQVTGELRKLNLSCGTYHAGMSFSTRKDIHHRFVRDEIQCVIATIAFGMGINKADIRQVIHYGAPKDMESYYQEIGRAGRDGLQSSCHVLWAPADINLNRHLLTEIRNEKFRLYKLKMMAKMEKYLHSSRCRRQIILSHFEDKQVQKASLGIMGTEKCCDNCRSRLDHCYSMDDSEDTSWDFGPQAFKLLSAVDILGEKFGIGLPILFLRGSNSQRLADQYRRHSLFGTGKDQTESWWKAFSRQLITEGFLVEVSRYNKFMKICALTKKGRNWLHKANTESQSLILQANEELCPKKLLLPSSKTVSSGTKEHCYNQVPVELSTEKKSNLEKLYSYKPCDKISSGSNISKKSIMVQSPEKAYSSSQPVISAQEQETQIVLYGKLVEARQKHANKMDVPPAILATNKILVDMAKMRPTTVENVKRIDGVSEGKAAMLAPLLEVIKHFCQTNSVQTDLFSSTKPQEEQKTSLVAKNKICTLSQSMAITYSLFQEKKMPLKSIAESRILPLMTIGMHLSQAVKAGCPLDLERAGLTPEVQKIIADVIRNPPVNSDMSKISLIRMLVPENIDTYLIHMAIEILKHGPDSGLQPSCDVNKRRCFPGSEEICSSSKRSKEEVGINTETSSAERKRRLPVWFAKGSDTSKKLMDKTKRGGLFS
#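 Kinetic fluorescence helicase assay: unwinding of a quenched forked DNA duplex (100 nM final) with 2 mM ATP final raises red fluorescence (525/598 nm). Compounds sat 15 min at room temperature with 20 nM WRN beforehand.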
# KB-3-1 tox – qHTS assay for MDR1-selective chemotherapeutics: Primary screen using the parental adenocarcinoma cell KB-3-1; 400,000 compounds, 1.4% hits; Potency, µM (top dose mostly 46.1 µM), for inactives: top-dose activity change, negative = cytotoxic, actives largely listed as cytotoxic; KB-3-1 viability, CellTiter-Glo ATP luminescence, 72 h; note: potency is the fitted concentration of half-maximal effect; % is set by controls: 0 for no effect and ±100 for the full control effect; nearly all actives have a fitted effect of over 60% in size
#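 Using CellTiter-Glo luminescence, growth of non-resistant KB-3-1 adenocarcinoma cells is assessed 72 h after pin-tool compound addition at 37 °C. Normalized responses across the concentration series yield fitted curves.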
# MCF10A rerep – A quantitative high throughput screen for small molecules that induce DNA re-replication in MCF 10a normal breast cells. MCF 10A DNA re-replication, Hoechst nuclear intensity, 48 h. Potency, µM (series often up to 46.1 µM), for inactives: at the top dose activity, positive = re-replication, actives largely listed as activators. 350,000 compounds, 2.9% hits. AID 624296, 2012; note: potency is the fitted concentration of half-maximal effect; % of control where 0% means no effect; nearly all actives have a fitted effect of over 50% in size
# HT1080 IDH1KD tx – qHTS for induction of synthetic lethality in tumor cells producing 2HG: qHTS for the HT-1080-IDH1KD cell line; 360,000 compounds, 2% hits; HT-1080 IDH1 knockdown viability, ATP luminescence, 48 h; AID 686971, 2013; Potency, µM (highest dose often 46.1 µM), for the others: top-dose activity, negative = toxicity, hits mostly cytotoxic;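 note: potency is the fitted concentration of half-maximal effect; 0% = DMSO wells and -100% = cell-free medium wells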
#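 After a 2 h attachment period, IDH1KD HT-1080 cells took pin-transferred compound for 48 h at 37 °C; ATP-based luminescence after 10 min room-temperature reagent incubation reported viability.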
# SW480 rerep – A quantitative high throughput screen for small molecules that induce DNA re-replication in SW480 colon adenocarcinoma cells; SW480 DNA re-replication, Hoechst DNA content imaging, 48 h; Potency, µM (highest dose often 46.1 µM), for inactives: at the highest dose re-replication activation, actives largely listed as activators; 340,000 compounds, 1.8% hits; AID 624297, 2012; note: potency is the fitted concentration of half-maximal effect; % of control where 0% means no effect; nearly all actives have a fitted effect of over 55% in size
#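 Image-based DNA-content assay: after two days of treatment, nuclei were labelled with the DNA dye Hoechst and imaged, and hits were compounds raising the count of nuclei showing high fluorescence intensity.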
# IL1B secr inh – qHTS for Inhibitors of Inflammasome Signaling: IL-1-beta AlphaLISA Primary Screen. THP-1 LPS/ATP IL-1B secretion, AlphaLISA, 16 h; stronger effect = lower value. activity change, % at 57.5 µM. 360,000 compounds, 4.7% hits; in the data active = activity change below about -50%; inconclusive = mostly about -30% to -49%; note: % is set by controls: 0 for no effect and ±100 for the full control effect
#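 Secreted IL-1B measured by AlphaLISA bead assay after 16 h compound exposure of THP-1 cells; compounds (final up to 57.5 uM) added 1 h before LPS (250 ng/mL) and ATP (1.25 mM) stimulation; lower signal means less secretion.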
# HT1080-NT tox – qHTS for induction of synthetic lethality in tumor cells producing 2HG: qHTS for the HT-1080-NT fibrosarcoma cell line; 360,000 compounds, 1.6% hits; HT-1080-NT fibrosarcoma viability, CellTiter-Glo ATP luminescence, 48 h; Potency, µM (doses to about 46.1 µM), without a hit: top-dose activity, negative = less viability, actives largely listed as cytotoxic;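 note: NT is the 2HG producing partner of a matched IDH1 knockdown line; potency is the fitted concentration of half-maximal effect; 0% = DMSO-treated cells and -100% = media-only wells without cells; nearly all actives have a fitted effect of over 55% in size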
#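 Luminescent CellTiter-Glo readout after 48 hours of compound exposure at 37 degrees C defined viability of HT-1080-NT cells. Activity was normalized to DMSO wells and cell-free media wells; concentration-response curves were fitted and assigned curve classes.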
# An asterisk follows results filed as active; i = inactive; u = inconclusive; x = no result given; [ ] = remark or other dose. Unless noted, calls come from the whole dose curve; as a rule, active = well fitted curve in the direction sought with a large enough effect; inconclusive = small, poorly fitted or top-dose-only effect, or another doubt; inactive = no such curve, though single readings can be large; an effect the other way counts as inactive or inconclusive. Compounds as they come (roughly 12% active in at least one column).
SMILES,ATXN2 expr inh,KB-V1 MDR tox,WRN helicase inh,KB-3-1 tox,MCF10A rerep,HT1080 IDH1KD tx,SW480 rerep,IL1B secr inh,HT1080-NT tox
CC(C)(C)c1ccc(-c2noc(-c3ccno3)n2)cc1,121%[activator],2%,-9%,11%,u,-9%,-6%,12,-9%
Cn1cc([N+](=O)[O-])c(C(=O)N(Cc2ccccc2)Cc2ccccc2)n1,-14%,u,-8%[57.1 µM],-1%,3%,-10%,-2%,10,4%
CCN(CC)S(=O)(=O)c1ccc2c(c1)nc(SCC(=O)N1CCCCCC1)n2-c1ccc(OC)cc1,-8%,-13%,-2%,-4%,u,-12%,6%,u,-2%
CC1Sc2ccc(S(=O)(=O)CCC(=O)NCc3cccs3)cc2NC1=O (configuration not stated),0%,u,-4%,0%,0%,-4%,-4%,38,0%
Cc1ccc(/C=C/C(=O)N2CCN(c3ncccn3)CC2)o1,0%,-5%,u,u,u,15%,u,-81*,1%
O=C(CSc1nnnn1Cc1ccccc1)N1CCN(c2ccccc2)CC1,-2%,-1%,-3%,26%,8%,10%,1%,-22,8%
CCCCN(C(=O)CCC(=O)OCC(=O)NCc1ccccc1)c1c(N)n(CCC)c(=O)[nH]c1=O,-1%,-18%,-3%,-5%,-6%,11%,83%,26,-4%
CCOCCOC(=O)C1=C(C)N(C)C(=O)NC1c1cc(Cl)c(O)c(OCC)c1 (configuration not stated),5%,-22%,5%,-4%,17%,-6%,1%,1,3%
O=C(c1cccc(S(=O)(=O)Nc2ccccc2Cl)c1)N1CCN(c2ccccc2O)CC1,-7%,11%,-6%,18%,-1%,-6%,-15%,21,-5%
CN(CC(=O)Nc1ccccc1Br)C(=O)c1ccccc1OCc1ccc(F)cc1,-5%,-2%,6%,-11%,2%,1%,-26%,-30,-2%
CNc1nccc(-c2ccc(Cl)cc2)c1C#N,2%,8.2µM*,-6%,u,1%,-10%,-11%,-22,-4%
CCOc1ccc(NC(=O)CS(=O)CC(=O)N(CC(=O)NC(C)(C)C)C2CCCC2)cc1 (configuration not stated),2%,30%,6%,4%,6%,6%,0%,21,5%
Cc1ccn2c(NC(=O)c3cccs3)c(-c3ccccc3)nc2c1,43%[activator],-8%,4%,-6%,-1%,6%,-2%,-2,-1%
COc1ccc(NC(=O)N2CCN(S(=O)(=O)c3ccc(F)cc3)CC2)c(OC)c1,-4%,x,-33%,x,-2%,-4%,-6%,-5,-2%
CCOC(=O)c1c(C)[nH]c(C(=O)CN2C(=O)NC(C)(C)C2=O)c1C,8%,-2%,-3%,3%,5%,10%,1%,-9,3%
N=C1/C(=C\c2ccc(-c3cc(Cl)cc(Cl)c3)o2)C(=O)N=C2SC=C(c3ccccc3)N12,3%,u,1%,20%,0%,11%,-6%,1,12%
CCN(CC)C(=O)CN1C(=O)NC2(CCc3ccccc3C2)C1=O (configuration not stated),-8%,-15%,-4%,-16%,5%,-2%,-21%,9,-12%
CCOC(=O)c1cc2c(=O)n3ccccc3nc2n(Cc2ccccc2)c1=N,3%,0%,-9%,3%,u,1%,u,16,7%
Cc1cccc2sc(N3CCN(C(=O)C4COc5ccccc5O4)CC3)nc12 (configuration not stated),-8%,-1%,-14%,-1%,u,-15%,-77%[inhibitor],-11,-10%
CC(=O)c1sc(NC(=O)CCS(=O)(=O)c2ccc(C)cc2)nc1C,26%,u,-3%,-21%,u,8%,u,-107*,5%
Cc1ccc(OCc2cc(C(=O)N3CCCC(O)C3)no2)cn1 (configuration not stated),5%,11%,-2%,-2%,-1%,20%,u,24,3%
COc1cc(C(O)P(=O)(OC(C)C)c2ccc(N(C)C)cc2)cc(OC)c1OC (configuration not stated),-20%,-6%,-1%,16%,7%,5%,-4%,-15,9%
CCOC(=O)C1CCCN(C(=O)c2ccc([N+](=O)[O-])c(C)c2)C1 (configuration not stated),-12%,-19%,-16%,-2%,7%,-3%,5%,119,-4%
CS(=O)(=O)N(CC(=O)N1CCCC1)c1ccc(OCc2ccccc2)cc1,-25%,15µM*,-13%,u,-1%,-10%,1%,8,-1%
Cc1ccc(CNc2nc(C)c(C(=O)N(C)C)s2)cc1,15%,1%,6%,2%,-8%,6%,-24%,5,10%
CCC(CC)c1nnc(NC(=O)CCc2ccc(OC)cc2)s1,-10%,u,0%,-10%,u,-1%,0%,12,-1%
N#C/C=C/N1CCN(C(=O)c2ccco2)CC1,x,6%,-7%,1%,0%,8%,-10%,7,3%
Cn1c(Cc2ccccc2)nnc1SCc1ccc(C(=O)O)cc1,11%,2%,-2%,0%,u,13%,3%,19,21%
Cc1cc(C)nc(NC(=O)NC(=O)c2ccccc2)n1,1%,3%,8%,22%,4%,1%,5%,-1,15%
O=C(CSc1nnc(Nc2ccccc2)s1)NC1CC1,x,-8%,-7%,-1%,-1%,1%,-7%,-2,-2%

# A second format for part of the listing above:
SMILES	ATXN2 expr inh	KB-V1 MDR tox	WRN helicase inh	KB-3-1 tox	MCF10A rerep	HT1080 IDH1KD tx	SW480 rerep	IL1B secr inh	HT1080-NT tox
CCOC(=O)C1CCCN(C(=O)c2ccc([N+](=O)[O-])c(C)c2)C1 (configuration not stated)	-12%	-19%	-16%	-2%	7%	-3%	5%	119	-4%
CS(=O)(=O)N(CC(=O)N1CCCC1)c1ccc(OCc2ccccc2)cc1	-25%	15µM*	-13%	u	-1%	-10%	1%	8	-1%
Cc1ccc(CNc2nc(C)c(C(=O)N(C)C)s2)cc1	15%	1%	6%	2%	-8%	6%	-24%	5	10%
CCC(CC)c1nnc(NC(=O)CCc2ccc(OC)cc2)s1	-10%	u	0%	-10%	u	-1%	0%	12	-1%
N#C/C=C/N1CCN(C(=O)c2ccco2)CC1	x	6%	-7%	1%	0%	8%	-10%	7	3%
Cn1c(Cc2ccccc2)nnc1SCc1ccc(C(=O)O)cc1	11%	2%	-2%	0%	u	13%	3%	19	21%
Cc1cc(C)nc(NC(=O)NC(=O)c2ccccc2)n1	1%	3%	8%	22%	4%	1%	5%	-1	15%
O=C(CSc1nnc(Nc2ccccc2)s1)NC1CC1	x	-8%	-7%	-1%	-1%	1%	-7%	-2	-2%

# Other results follow.
SMILES,ATXN2 expr inh,KB-V1 MDR tox,WRN helicase inh,KB-3-1 tox,MCF10A rerep,HT1080 IDH1KD tx,SW480 rerep,IL1B secr inh,HT1080-NT tox
COc1cc(C(=O)Oc2cc(C)[nH]c(=O)c2[N+](=O)[O-])cc(OC)c1OC,2%,0%,-4%,22%,2%,1%,-2%,6,-5%
COc1ccccc1NS(=O)(=O)c1ccc(NC(=O)c2[nH]nc(OC)c2[N+](=O)[O-])cc1,4%,2%,-7%,-11%,3%,-9%,-33%[inhibitor],i,1%
CC(=O)CSc1ncnc2c1cnn2-c1ccccc1,40%[activator],2%,-8%,-19%,5%,3%,5%,-18,5%
C[C@H]1CN([C@@H](C)CO)C(=O)CCCn2nncc2CO[C@H]1CN(C)C(=O)c1ccncc1,6%,-11%,2%,0%,x,11%,x,13,10%
COc1cccc(CNC(=O)C(=O)NCC(c2ccco2)N2CCOCC2)c1 (configuration not stated),6%,u,-5%,4%,-4%,17%,-7%,-1,11%
CCC1CCCCN1C(=O)c1ccccc1OC1CCN(S(C)(=O)=O)CC1 (configuration not stated),-7%,-19%,-1%,-5%,11%,15%,0%,5,9%
CCc1ccc(N2CC(O)=C(c3nc4ccccc4c(=O)[nH]3)C2=N)cc1,12%,3%,-8%,-18%,7%,21%,-18%,-6,u
COC(=O)CC1COc2ccccc2N1C(=O)c1cccc(C(F)(F)F)c1 (configuration not stated),11%,0%,1%,21%,-4%,-3%,0%,25,6%
Cc1ccc(C(=O)NC(C)c2ccccc2)cc1S(=O)(=O)N1CCOCC1 (configuration not stated),-11%,-22%,3%,-7%,u,8%,0%,-4,8%
CCOc1ncccc1C(=O)N1CCN(C(=O)c2ccccc2)CC1,3%,-9%,6%,u,4%,0%,6%,1,-6%
C#CCOCCOCCOCCNc1nc(N2CCN(C(=O)[C@H]([C@@H](C)O)n3cc(CCCCN)nn3)CC2)nc(N2CCN(C(=O)[C@H](C)n3cc(CCCN=C(N)N)nn3)CC2)n1,-6%,5%,-6%,22%,u,-7%,-7%,36,0%
COc1ccc(S(=O)(=O)NCCSCc2ccco2)cc1OC,2%,-11%,-2%[11.6 µM],7%,-5%,0%,10%,-10,-3%
COc1cccc(/C=C2\SC(N3CCCC(C)C3)=NC2=O)c1OC (configuration not stated),x,-7%,8%,-5%,21%,-21%,-16%,-15,-15%
COC(c1ccccc1)c1nnc(CCC(=O)N2CCN(CCOc3ccccc3)CC2)o1 (configuration not stated),-1%,-7%,-7%,-17%,2%,-2%,-9%,13,-4%
